M4 antag – human M4 muscarinic receptor antagonists, primary screen, CHO cells, Fluo-8 calcium fluorescence; Muscarinic acetylcholine receptor M4 (Homo sapiens), P08173; AID 624125, 2012; inhibition, % at 3 µM; CHO-hM4 cells, ACh EC80; 0.73% of 360,000 active;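 active = inhibition above its plate's cutoff, the mean inhibition of sample wells plus 3 SD, cut at about 27% in these data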;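 also: 0% = acetylcholine EC80 with DMSO and 100% = DMSO without agonist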
Target sequence (P08173 whole entry, looked up): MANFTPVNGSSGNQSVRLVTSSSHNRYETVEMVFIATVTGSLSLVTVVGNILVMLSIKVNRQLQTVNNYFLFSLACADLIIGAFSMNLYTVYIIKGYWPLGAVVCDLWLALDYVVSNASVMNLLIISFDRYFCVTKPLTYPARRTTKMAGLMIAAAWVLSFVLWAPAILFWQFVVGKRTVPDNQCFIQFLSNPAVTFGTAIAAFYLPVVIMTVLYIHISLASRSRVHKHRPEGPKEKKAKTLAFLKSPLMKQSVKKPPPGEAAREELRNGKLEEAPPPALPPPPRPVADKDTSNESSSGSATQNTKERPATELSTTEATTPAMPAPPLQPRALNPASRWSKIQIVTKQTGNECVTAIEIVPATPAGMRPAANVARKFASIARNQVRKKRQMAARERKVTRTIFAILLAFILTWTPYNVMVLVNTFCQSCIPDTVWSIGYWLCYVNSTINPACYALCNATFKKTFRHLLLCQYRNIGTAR
M4 ag – human M4 muscarinic receptor agonists, primary screen, CHO-K1 cells, Fluo-8 calcium fluorescence; CHO-K1 hM4/Gqi5; vehicle 0%, full acetylcholine response 100%; activation, % at 3 µM; 0.14% of 360,000 active;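 active = activation above the run mean over all test wells plus 3 SD, cut at about 32% in these data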;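 also: peak over basal fluorescence ratio per well then scaled between controls; 0% = DMSO wells and 100% = acetylcholine at EC100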
CHRM4 PAM – human M4 muscarinic receptor positive allosteric modulators, primary screen, CHO-K1 cells, Fluo-8 calcium fluorescence; Muscarinic acetylcholine receptor M4 (Homo sapiens), P08173; CHO-K1 hM4/Gqi5, ACh EC20; 0% = ACh EC20, 100% = maximal ACh; activation, % at 3 µM; 0.4% of 360,000 active; AID 624126, 2012;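 active = activation above its plate's cutoff, the mean activation of sample wells plus 3 SD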; also: some results filed as inactive read as strong as hits
CHRM1 antagonist – human M1 muscarinic receptor antagonists, primary screen, CHO-K1 cells, Fluo-8 calcium fluorescence, 1536-well; inhibition, % at 3 µM; 1.3% of 360,000 active; CHO-K1 hM1, ACh EC80 antagonist; AID 588852, 2011; Muscarinic acetylcholine receptor M1 (Homo sapiens), P11229;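 active = percent inhibition above its own plate's cutoff, namely the mean of that plate's compound wells plus 3 SD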;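 also: peak over basal fluorescence ratio during 140 s after agonist addition; 0% = ACh EC80 plus DMSO and 100% = DMSO alone without agonist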
Target sequence (P11229 whole entry, looked up): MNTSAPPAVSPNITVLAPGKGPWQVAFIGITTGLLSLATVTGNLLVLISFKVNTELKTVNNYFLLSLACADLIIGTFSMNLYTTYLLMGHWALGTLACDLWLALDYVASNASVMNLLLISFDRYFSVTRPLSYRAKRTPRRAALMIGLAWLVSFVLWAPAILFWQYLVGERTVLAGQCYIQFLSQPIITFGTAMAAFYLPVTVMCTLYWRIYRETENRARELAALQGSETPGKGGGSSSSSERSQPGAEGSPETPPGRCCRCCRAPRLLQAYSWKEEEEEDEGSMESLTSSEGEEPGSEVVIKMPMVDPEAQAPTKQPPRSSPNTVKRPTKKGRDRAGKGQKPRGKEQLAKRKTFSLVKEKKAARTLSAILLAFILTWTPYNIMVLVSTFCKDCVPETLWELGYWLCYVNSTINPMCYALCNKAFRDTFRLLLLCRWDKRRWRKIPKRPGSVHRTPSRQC
CRFR2-BP ag – agonists of CRF-BP/CRF-R2 complex, primary screen, cell-based, HEK293, calcium dye fluorescence, uHTS; 0.46% of 350,000 active; calcium dye fluorescence (FLIPR); percent of saturating CRF peptide response; activation, % at 13.2 µM; CRF-binding protein / CRF receptor 2 complex (human);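 active = activation of at least 50%, plus an integration ratio under a set limit after plate pattern correction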;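 also: plate controls were neutral control wells without compound for no effect and CRF at EC100 for full effect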
CHRM1 PAM – human M1 muscarinic receptor positive allosteric modulators, primary screen, CHO-K1 cells, Fluo-8 calcium fluorescence, 1536-well. Muscarinic acetylcholine receptor M1 (Homo sapiens), P11229. CHO-K1 hM1, ACh EC20; 0% = ACh EC20, 100% = maximal ACh. activation, % at 3 µM. 0.088% of 360,000 active. AID 588819, 2011; in the data active = activation above about 19%, passing the limit was not always enough
M5 ag – human M5 muscarinic receptor agonists, primary screen, CHO-K1 cells, Fluo-8 calcium fluorescence. CHO-K1 hM5 cells; 0% DMSO wells, 100% maximal acetylcholine response. activation, % at 3 µM. 0.19% of 360,000 active;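 active = activation above the run's mean over test compounds plus 3 SD, cut at about 23% in these data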;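 also: signal is peak over basal fluorescence ratio across the kinetic read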
M5 antag – human M5 muscarinic receptor antagonists, primary screen, CHO cells, Fluo-8 calcium fluorescence; Muscarinic acetylcholine receptor M5 (Homo sapiens), P08912; 0.59% of 360,000 active; AID 624040, 2012; inhibition, % at 3 µM; CHO-hM5 cells, ACh EC80;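 active = inhibition above a per-plate cutoff, the mean of that plate's test compounds plus 3 SD, cut at about 27% in these data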;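 also: 0% = acetylcholine EC80 with DMSO and 100% = DMSO without agonist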
CHRM5 PAM – human M5 muscarinic receptor positive allosteric modulators, primary screen, CHO-K1 cells, Fluo-8 calcium fluorescence; Muscarinic acetylcholine receptor M5 (Homo sapiens), P08912; CHO-K1 hM5, ACh EC20 PAM; 0% = ACh EC20, 100% = ACh EC100; activation, % at 3 µM; 0.3% of 360,000 active;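 active = activation above the run cutoff, the mean activation of all test compounds plus 3 SD, cut at about 18% in these data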
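Measured by: Fluo-8 calcium fluorescence; material: human M5 receptor in CHO-K1 cells; schedule: Post-acetylcholine fluorescence recording 140 s; benchmarks: low control EC20 acetylcholine (0%), high control EC100 acetylcholine (100%); read-out: Max/basal fluorescence ratio as % of EC20–EC100 ACh window; compound: single dose, 3 µM nominal final test concentration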
Numbers without * were called inactive; x = not tested or not shown.

Molecule	M4 antag	M4 ag	CHRM4 PAM	CHRM1 antagonist	CRFR2-BP ag	CHRM1 PAM	M5 ag	M5 antag	CHRM5 PAM
O=C(Cn1cc2c(n1)CCCCC2)NCCCN1CCOCC1	-7	0	1	-7	-3.9	0	0	6	-1
CC(C)C(=O)Nc1c(C(=O)N2CCN(c3ncccn3)CC2)oc2ccccc12	-22	5	-3	4	-4.0	-4	-1	3	-1
COc1cc(O)c(NC(C)=O)c2nonc12	-6	0	6	-3	-3.5	1	3	-7	1
CC1(C)CC(=O)C(C=NCCN2CCN(C(=O)NC34CC5CC(CC(C5)C3)C4)CC2)=C(O)C1	11	1	2	-6	-2.3	2	-1	4	-4
CC(C)n1c2ccccc2c2nnc(SCC(=O)Nc3ccccc3C(=O)O)nc21	3	7	-7	8	-3.3	-7	4	0	-7
COC(=O)Cc1[nH]n(-c2nc3ccccc3s2)c(=O)c1C(C)=Nc1ccc(OC)cc1	16	1	-9	-7	-2.1	5	-2	12	-7
CCS(=O)(=O)Nc1cc2c3c(c1)CCC(=O)N3CCC2	1	1	-5	-15	0.3	14	0	4	13
COc1cc(C(=O)Nc2nnc(C)s2)c([N+](=O)[O-])cc1OC	-3	1	5	-9	-1.4	6	2	1	5
CCCS(=O)(=O)NC(=O)C1(C)CCN(C(=O)c2ccccc2OC)C1 (stereo not given)	8	0	3	-12	x	4	0	1	2
CC(C)(C)OCC(NC(=O)C(CC(N)=O)NC(=O)OC(C)(C)C)C(=O)OC(C)(C)C (stereo not given)	0	2	3	-5	-0.5	9	-3	-1	1
O=C(CSc1nnc(-c2cccs2)n1-c1ccccc1)N1CCCC1	8	1	9	-8	-3.1	3	1	-2	5
CC(C)(C)c1ccc(C(=O)NCCC(=O)Nc2ccc(S(=O)(=O)Nc3nccs3)cc2)cc1	-16	0	6	-4	-1.8	6	-8	0	6
c1ccc(-c2cc3n(c2)CCc2ccccc2-3)cc1	-1	1	11	-17	1.6	10	0	-2	0
COc1ccccc1NC(=O)NCCN1CCN(C(=O)Nc2ccccc2OC)CC1	-9	1	-4	3	-1.0	7	-1	6	9
O=C(c1ccc(Cl)cc1)[C@@H]1[C@@H]2C(=O)N(c3ccccc3)C(=O)[C@@H]2C2c3ccccc3C=NN21 (stereo not given in full)	-6	9	3	0	8.1	5	15	-4	-2
COc1cccc(-c2nc(CS(=O)CC(=O)O)c(C)o2)c1 (stereo not given)	-16	-1	-1	-8	3.5	12	1	2	2
Cc1cc(C)c2c(Cn3ccnc3)cc(=O)oc2c1	1	0	-5	3	-2.8	-6	-6	-3	1
c1ccc(-c2cn3nc(-c4ccccc4)c(-c4ccccc4)nc3n2)cc1	5	-1	1	-17	31	16	1	-3	1
COc1ccccc1N(C)S(=O)(=O)c1ccc(C(=O)OCC(=O)N(C(C)C)C(C)C)cc1	-1	1	-1	23	-0.6	-6	-5	9	0
COc1ccccc1NC(=O)CN(c1ccccc1OC)S(=O)(=O)c1ccccc1	-8	1	-4	-13	-0.4	3	-7	-3	1
CCN1CCN(c2ccc(NC(=O)COc3ccc(Cl)cc3C)cc2)CC1	28*	4	-16	100*	0.2	-27	-12	42*	-48
Cn1ccnc1SCC(=O)Nc1cccc(O)c1	22	2	18	6	1.2	0	-2	-11	4
COC(=O)[C@@H](Cc1ccccc1)NC(=O)/C=C/[C@H]1O[C@@H](n2cnc3c(NC(=O)c4ccccc4)ncnc32)[C@H](O)[C@@H]1O	-12	1	-2	-17	x	-1	1	5	0
CN(CC(=O)NCc1ccccc1Cl)CC(=O)Nc1ccccc1Br	-1	6	11	-10	13	9	3	0	-2
O=C(CCC(=O)N1CCOc2ccccc21)NCCCN1CCCCC1	-3	-2	7	-14	-0.9	12	1	0	-2
COC(=O)c1ccc(NC(=O)CSc2nc3cccnc3n2C)cc1	8	8	-2	11	-1.7	-7	-1	2	-12
Cc1ccc(C[n+]2cccc(-c3ccccc3)c2)c(C)c1	3	0	-3	-1	0.4	-9	-7	6	-3
CCOC(=O)C1=CN(Cc2ccco2)S(=O)(=O)N(C)C1c1cccc(OC)c1 (stereo not given)	9	0	-3	9	-1.0	-8	1	11	-7
O=C(CNc1ccccc1)NN=C1CCCC1	-4	1	0	-7	-1.5	5	-2	-8	2
N#CCCCCN1CCCC1	0	1	-4	-10	-0.5	11	-3	1	9

Additional results follow:
Molecule	M4 antag	M4 ag	CHRM4 PAM	CHRM1 antagonist	CRFR2-BP ag	CHRM1 PAM	M5 ag	M5 antag	CHRM5 PAM
O=C(NC1CCCCC1)N(CCN1CCOCC1)Cc1cc2cc3c(cc2[nH]c1=O)OCCO3	5	-1	0	-2	-3.8	1	2	5	1
O=C(c1ccc(Cl)c(S(=O)(=O)N2CCOCC2)c1)N(Cc1nnc(-c2ccccc2Cl)o1)C1CC1	3	22	-13	21	1.3	-13	1	1	-12
O=Cc1cn(CCC(=O)O)nc1-c1cccc(Br)c1	0	0	2	0	1.7	1	-2	6	10
Nc1ccn(Cc2cccc(Cl)c2)n1	-3	1	4	-3	-0.1	6	1	-11	2
CC1CCCN(C(=O)c2nn(C)c3c2CS(=O)(=O)c2ccccc2-3)C1 (stereo not given)	-17	9	-3	-4	6.2	3	2	-12	4
COc1ccccc1NS(=O)(=O)c1cn(C)cn1	-7	0	-2	-2	1.3	3	-1	-3	-1
COc1ccc(N(C)S(=O)(=O)c2cccc(C(=O)Nc3cccc(C(=O)NC4CC4)c3)c2)cc1	0	18	-6	7	1.8	-10	4	11	-34
COc1ccc(Oc2cn[nH]c2-c2ccc(OCC(=O)NN)cc2O)cc1	-22	5	3	-7	4.1	6	1	-2	1
Cc1ccc(C(=O)C(C)OC(=O)c2cc3cc([N+](=O)[O-])ccc3oc2=O)cc1 (stereo not given)	0	2	-3	-15	-1.1	7	5	9	1
O=C(N/N=C/c1c[nH]c2c1ccc1ccccc12)c1ccc([N+](=O)[O-])cc1	-1	1	1	-7	-0.1	13	-5	3	-1
Cc1nn(C)c(C)c1S(=O)(=O)N(CC(=O)NC1CCCCCC1)c1ccc(C(C)C)cc1	-4	1	-2	-10	-3.0	17	0	0	-8
COc1ccc(/C=C2\CCC/C(=C\c3ccc(OC)c(OC)c3OC)C2=O)c(OC)c1OC	-11	8	-4	2	-2.5	-3	-2	-2	-2
CN1CCN(c2ccc(NC(=O)COc3ccccc3)cc2Cl)CC1	-4	8	-2	-7	1.1	-1	-6	9	-4
C=CC(COCc1ccccc1)N([C@@H](Cc1ccccc1)C(=O)OC)S(=O)(=O)c1ccccc1Br (stereo not given in full)	-7	2	6	-1	-0.2	0	1	7	4
Nc1ccc(CC2SC(=O)NC2=O)cc1 (stereo not given)	-7	0	0	-23	1.1	4	-4	-6	7
COc1cc(C2C=C(Nc3ccccc3)C(=O)N2c2ccccc2)ccc1O (stereo not given)	-1	1	-3	-11	-0.4	7	3	7	-4
COc1cc(OC)cc(C(=O)Nc2ccc(NC(=O)c3ccco3)c(Cl)c2)c1	-5	2	7	-17	-4.7	10	-2	6	10
COc1ccc(Oc2cccc(Cl)c2CNC(=O)CSCC(=O)O)cc1	-2	5	-15	-4	-2.3	2	-2	11	-6
Cc1ccccc1C(=O)Nc1ccccc1N1CCCCC1	-11	1	-7	-5	-0.2	-3	-2	7	-4
Cc1cc[n+](-c2nc3ccccc3nc2C(=C=[N-])C#N)cc1	3	1	-2	-10	2.0	9	-1	1	0
Cc1ccc(C2c3c(oc4ccccc4c3=O)C(=O)N2c2nncs2)cc1 (stereo not given)	-2	2	1	16	0.1	-6	-2	-4	5
Cc1cccc(N2CCN(C(=O)c3ccccc3SCC(=O)N3CCCC3)CC2)c1C	-19	14	1	6	-5.8	6	0	11	-3
O=C(COC(=O)CCC(=O)c1ccc(F)cc1)Nc1ccc(F)cc1F	-4	1	-4	-3	0.9	6	-2	1	-7
Cc1ccc(CNC(=O)C2(C(F)(F)F)C/C(=C\Cc3ccccc3)CCCO2)o1 (stereo not given)	-6	0	2	3	-2.6	0	-3	8	-2
CCc1ccc(C(=O)COC(=O)c2cncc(Br)c2)cc1	5	0	-4	-11	-0.3	5	-5	-12	8
COc1ccc(NC(=O)CCNS(=O)(=O)c2ccccc2F)cc1S(=O)(=O)N1CCOCC1	1	1	11	-12	-0.7	17	3	-2	9

Shown field by field: entries from further up.
Nc1ccc(CC2SC(=O)NC2=O)cc1 (stereo not given)
  M4 antag: -7; M4 ag: 0; CHRM4 PAM: 0; CHRM1 antagonist: -23; CRFR2-BP ag: 1.1; CHRM1 PAM: 4; M5 ag: -4; M5 antag: -6; CHRM5 PAM: 7
O=C(c1ccc(Cl)c(S(=O)(=O)N2CCOCC2)c1)N(Cc1nnc(-c2ccccc2Cl)o1)C1CC1
  M4 antag: 3; M4 ag: 22; CHRM4 PAM: -13; CHRM1 antagonist: 21; CRFR2-BP ag: 1.3; CHRM1 PAM: -13; M5 ag: 1; M5 antag: 1; CHRM5 PAM: -12
Nc1ccn(Cc2cccc(Cl)c2)n1
  M4 antag: -3; M4 ag: 1; CHRM4 PAM: 4; CHRM1 antagonist: -3; CRFR2-BP ag: -0.1; CHRM1 PAM: 6; M5 ag: 1; M5 antag: -11; CHRM5 PAM: 2
O=C(COC(=O)CCC(=O)c1ccc(F)cc1)Nc1ccc(F)cc1F
  M4 antag: -4; M4 ag: 1; CHRM4 PAM: -4; CHRM1 antagonist: -3; CRFR2-BP ag: 0.9; CHRM1 PAM: 6; M5 ag: -2; M5 antag: 1; CHRM5 PAM: -7

2 of the compounds above, as labelled records:
SMILES: Cc1nn(C)c(C)c1S(=O)(=O)N(CC(=O)NC1CCCCCC1)c1ccc(C(C)C)cc1
  M4 antag = -4
  M4 ag = 1
  CHRM4 PAM = -2
  CHRM1 antagonist = -10
  CRFR2-BP ag = -3.0
  CHRM1 PAM = 17
  M5 ag = 0
  M5 antag = 0
  CHRM5 PAM = -8
SMILES: COc1ccc(/C=C2\CCC/C(=C\c3ccc(OC)c(OC)c3OC)C2=O)c(OC)c1OC
  M4 antag = -11
  M4 ag = 8
  CHRM4 PAM = -4
  CHRM1 antagonist = 2
  CRFR2-BP ag = -2.5
  CHRM1 PAM = -3
  M5 ag = -2
  M5 antag = -2
  CHRM5 PAM = -2

Look-ups from the entries so far.
CHRM5 PAM result of `CC(C)n1c2ccccc2c2nnc(SCC(=O)Nc3ccccc3C(=O)O)nc21` = -7
M4 ag result of `COc1cc(C2C=C(Nc3ccccc3)C(=O)N2c2ccccc2)ccc1O` (stereo not given) = 1
CHRM5 PAM result of `CN(CC(=O)NCc1ccccc1Cl)CC(=O)Nc1ccccc1Br` = -2
CHRM5 PAM result of `O=C(CSc1nnc(-c2cccs2)n1-c1ccccc1)N1CCCC1` = 5
M5 antag result of `O=C(CNc1ccccc1)NN=C1CCCC1` = -8
M5 ag result of `COc1ccc(Oc2cn[nH]c2-c2ccc(OCC(=O)NN)cc2O)cc1` = 1

Assay outcomes: PubChem BioAssay, several laboratories
